ABHD5 PLIN5 PPI: ABHD5-PLIN5 protein interaction inhibition. Q00G26+Q8WTS1. Split G. princeps luciferase complementation, luminescence, 4 h. inhibition, % at 4 µM. 360,000 tested, 0.78% active. AID 602281;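 active = inhibition above the mean inhibition across every tested compound plus 3 SD, cut at about 22% in these data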;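 note: 0% = DMSO only wells and the 100% control is not disclosed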
MC4R antagonist: blocks human MC4R cAMP signaling; AID 540295; 360,000 tested, 0.48% active; P32245; inhibition, % at 6.5 µM; MC4R-expressing cells, MTII-stimulated cAMP, LANCE TR-FRET;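 active = inhibition above its plate's cutoff, the mean of tested wells on that plate plus 3 SD, cut at about 29% in these data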;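 note: 0% = Melanotan II alone and 100% = Melanotan II plus saturating MCL0020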
Target sequence (P32245 whole entry, looked up): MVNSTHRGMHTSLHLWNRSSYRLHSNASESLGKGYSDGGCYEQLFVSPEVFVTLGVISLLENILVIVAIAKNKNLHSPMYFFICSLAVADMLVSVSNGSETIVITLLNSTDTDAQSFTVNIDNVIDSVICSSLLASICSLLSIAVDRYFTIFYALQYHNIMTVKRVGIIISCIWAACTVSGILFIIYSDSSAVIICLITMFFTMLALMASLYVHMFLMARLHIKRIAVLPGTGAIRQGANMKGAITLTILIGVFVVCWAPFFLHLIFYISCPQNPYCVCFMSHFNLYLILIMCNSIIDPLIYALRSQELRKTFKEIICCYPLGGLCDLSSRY
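System – human MC4R-expressing U2OS cells · Also added – Melanotan II · Dosing – one concentration, 6.5 µM nominal · Timing – 30-min compound, 1-h challenge, 1-h detection, room temperature · Measured by – Eu-cAMP/anti-cAMP TR-FRET, emission 671 nm · Replicates – singlicate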
NCOA1 inh: inhibitors of human steroid receptor coactivator 1 (SRC1); 360,000 tested, 0.12% active; Q15788; inhibition, % at 3.6 µM; HEK293 GAL4-SRC1 luciferase reporter, luminescence;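 active = inhibition above the campaign mean plus 3 SD, with each screening campaign given its own cutoff, cut at about 60% in these data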;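 note: 0% = DMSO treated cells and 100% = gossypol at 36 µM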
NCOA2 inhibitor: human SRC2 (NCOA2) inhibition; Q15596; HEK293 GAL4-SRC2 luciferase reporter, luminescence; inhibition, % at 9 µM; 370,000 tested, 0.17% active; AID 651957;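 active = inhibition above the mean inhibition of all tested compounds plus 3 SD, set per campaign, cut at about 52% in these data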;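 note: 0% = DMSO treated cells and 100% = cells given Gossypol at 36 µM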
LMP1 NFkB inh: inhibitors of Epstein-Barr LMP1-induced NF-kappaB reporter; LMP1-induced NF-kappaB luciferase reporter cells, luminescence; inhibition, % at 12.5 µM; 350,000 tested, 0.69% active; in the data active = inhibition above about 41%;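 note: 0% = neutral control wells and 100% = reference inhibitor control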
TLR9-MyD88 inh: inhibitors of human TLR9-MyD88 binding; CHO BLA complementation TLR9-MyD88, CCF4 FRET ratio; 340,000 tested, 0.21% active; inhibition, % at 4.98 µM; Q9NR96+Q99836;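 active = inhibition above the mean over all tested compounds plus 3 SD, cut at about 21% in these data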;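 note: 0% = DMSO only wells and 100% = clavulanate BLA inhibitor control wells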
MC4R barr agon: human MC4R agonism via beta-arrestin; AID 540308; activation, % at 8.9 µM; U2OS MC4R beta-arrestin complementation, luminescence; percent of melanotan II response, DMSO zero; 360,000 tested, 0.98% active;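 active = activation above a per-plate cutoff, the mean activation of sample wells on that plate plus 3 SD, cut at about 8% in these data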
LRH-1 inv ag: inverse agonists of human LRH-1 (NR5A2). O00482. HEK293T StAR-luciferase reporter, LRH-1 transfected, 24 h. inhibition, % at 3.6 µM. 360,000 tested, 0.13% active. AID 602396;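 active = inhibition above the mean inhibition of all tested compounds plus 3 SD, cut at about 73% in these data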;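 note: 0% = DMSO wells and 100% = reporter-only cells lacking LRH-1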
NOD2 RIPK2 PPI: NOD2-RIPK2 protein interaction inhibition | O43353 | AID 624267 | CHO BLA complementation NOD2-RIPK2, CCF4 ratio | inhibition, % at 4.98 µM | 360,000 tested, 0.38% active; in the data active = inhibition above about 21%;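 note: 0% = vehicle only and 100% = reference blocker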
Target sequence (O43353 whole entry, looked up): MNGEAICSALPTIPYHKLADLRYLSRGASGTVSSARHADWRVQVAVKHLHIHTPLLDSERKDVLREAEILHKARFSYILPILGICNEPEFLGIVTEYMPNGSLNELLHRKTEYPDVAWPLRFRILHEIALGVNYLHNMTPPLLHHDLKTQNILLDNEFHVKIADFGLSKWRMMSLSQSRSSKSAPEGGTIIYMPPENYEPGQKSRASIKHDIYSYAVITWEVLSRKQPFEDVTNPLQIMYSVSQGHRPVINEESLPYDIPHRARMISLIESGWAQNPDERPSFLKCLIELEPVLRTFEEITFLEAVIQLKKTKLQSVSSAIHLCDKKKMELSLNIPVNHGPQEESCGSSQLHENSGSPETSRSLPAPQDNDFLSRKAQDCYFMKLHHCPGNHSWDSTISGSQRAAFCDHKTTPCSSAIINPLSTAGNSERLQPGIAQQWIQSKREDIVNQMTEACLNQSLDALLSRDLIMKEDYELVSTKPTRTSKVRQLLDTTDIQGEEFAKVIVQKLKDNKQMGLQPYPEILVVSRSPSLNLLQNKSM
NR2F2 inh: NR2F2 (human) inhibition, primary screen | HEK293T NGFI-A luciferase reporter, luminescence | AID 686940 | 370,000 tested, 0.7% active | P24468 | inhibition, % at 8.6 µM;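 active = inhibition above a per-plate cutoff, mean inhibition of test wells between control levels plus 3 SD, cut at about 38% in these data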;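 note: cells cotransfected with COUP-TFII expression vector driving the NGFI-A reporter; 0% = median of COUP-TF2 test wells and 100% = reporter-only cells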
SRC3 inh: human NCOA3 inhibition | Q9Y6Q9 | HEK293 GAL4-SRC3 luciferase reporter, luminescence | inhibition, % at 3.6 µM | 360,000 tested, 0.17% active;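 active = inhibition above a per-campaign cutoff, the mean of all compounds plus 3 SD, cut at about 60% in these data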;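 note: 0% = DMSO-treated cells and 100% = gossypol-treated cells at 36 µM; higher means less SRC3-driven luciferase light from the GAL4 reporter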
Numbers without * were called inactive; · = not tested or not shown. Some of the compounds tested; count on the stated rates, not on these rows.

SMILES	ABHD5 PLIN5 PPI	MC4R antagonist	NCOA1 inh	NCOA2 inhibitor	LMP1 NFkB inh	TLR9-MyD88 inh	MC4R barr agon	LRH-1 inv ag	NOD2 RIPK2 PPI	NR2F2 inh	SRC3 inh
COC(=O)C1=C(c2ccc(F)cc2F)C[C@@H]2CC[C@H]1N2C(=O)NC1CC1	1	2	6	·	-10	1	4.1	21	-14	·	8
CCC(=NCc1ccco1)c1c(O)n(C)c(=O)n(C)c1=O	-4	-4	1	21	-10	2	0.8	8	7	3	-6
COC(=O)C1=C(c2ccc(S(C)(=O)=O)cc2)C[C@@H]2CC[C@H]1N2C(=O)NCc1ccco1	15	3	2	-7	3	-1	-0.5	-16	1	-20	-7
O=P(N1CCCCC1)(N1CCCCC1)C(Cl)(Cl)Cl	4	7	-16	7	1	6	-0.3	-2	-10	5	4
O=C(NC(=O)N1CCC2(CC1)OCCO2)c1ccc(Cl)cc1	-1	0	-13	-17	-1	2	-0.9	-9	-2	3	8
COc1ccc(-n2nc(C(=O)NCC(=O)N3CCC4(CC3)OCCO4)c3ccccc3c2=O)cc1	-1	7	-49	-50	-7	1	-2.6	-53	-4	-40	-41
COCCNC(=S)N1Cc2ccccc2-n2nncc2C1	-3	2	-14	6	-5	6	0.8	-18	-1	23	-2
Clc1ccc(CNC2CN3CCC2CC3)cc1 (stereo not given)	2	2	7	19	0	-1	0.3	-23	-4	-2	8
O=c1[nH]c(O)c(C=NC2CCN(Cc3ccccc3)CC2)c(=O)[nH]1	1	2	-6	-23	1	4	-1.2	3	-5	0	7
CC(=O)OC1CCC2(C)C(=CC(=O)C3C2CCC2(C)C(OC(C)=O)CCC32)C1 (stereo not given)	0	-4	9	12	3	-18	-0.3	19	-8	-12	8
COc1ccc(OC(=O)N(C)C[C@H]2OCc3cnnn3CCCC(=O)N([C@H](C)CO)C[C@H]2C)cc1	0	1	5	-24	1	3	-2.0	14	-12	-8	9
Cc1cc(S(=O)(=O)NC(C)C)ccc1OCC(=O)N1CCN(Cc2ccc3c(c2)OCO3)CC1	6	-7	16	-8	16	0	1.9	47	-13	8	-3
CCCCCCCn1c(=O)c(C(=O)Nc2cnccn2)c(O)c2ccccc21	0	7	-15	-10	34	-4	0.8	12	1	-7	55
N=c1c[n+](C2CCCCC2)[n-]o1	-1	4	0	1	-3	-6	-0.8	-10	-7	-6	-7
C#CCCC[C@@H]1OC(=O)CNC(=O)C([C@@H](C)CC)NC(=O)[C@@H]2CCCN2C(=O)C([C@@H](C)CC)OC(=O)[C@H](Cc2ccccc2)N(C)C(=O)[C@H](C(C)C)NC(=O)C1(C)C (stereo not given in full)	6	·	8	3	·	·	·	0	-12	10	-45
CC(=NCc1ccc2c(c1)OCO2)c1c(O)n(-c2ccc(C)cc2)c(=O)[nH]c1=O	99*	3	17	0	-2	5	-1.4	-3	-4	7	9
CCOc1cc2c(cc1OCC)-n1cccc1C(c1ccccc1F)NC2 (stereo not given)	5	5	6	-11	9	-7	0.8	8	12	15	-8
O=C(O)C(Cl)(Cl)Cl	3	11	2	-17	·	·	-0.7	-19	-13	12	-15
COC(=O)C1C(O)C(C)C(O)C(C)/C=C\C=C(/C)C(=O)Nc2c(C)c(OC(C)=O)c3c(c2O)C(=O)C(C)=C2OCOC(=C23)/C(C)=C/C(C)(O)C(O)C(C)C1O (stereo not given)	-5	0	7	-2	-8	0	-0.7	-6	9	12	-2
CCn1c(C)c(C(=O)NCCc2ccccc2)c2cc(OC)ccc21	1	4	0	-2	-5	2	0.2	3	-14	-4	0
CC(=O)Nc1cc(C(=O)N2CCC3(CC2)OCCO3)ccc1Sc1ccc(C)cc1	0	4	10	1	-15	6	-1.7	31	-7	-7	17
CN(C)CCCNCC(=O)Nc1ccc(Cl)cc1C(=O)c1ccccc1	8	-5	7	1	-2	-6	-1.4	14	-4	-6	-9
C[N+](C)(C)CC(=O)Nc1ccc(Cl)cc1C(=O)c1ccccc1	5	2	3	-36	-6	10	2.1	-7	-3	8	8
CC(C)(CN)CC(=O)O	2	11	0	16	3	-5	0.7	-4	-3	-5	15
COc1cccc2c1O[C@H]1C(=O)CC[C@H]3CN(C)CCC231 (stereo not given in full)	-1	4	-4	10	1	-8	-0.9	14	-14	-6	7
CC(Cc1ccccc1Sc1ccccc1)N(C)C (stereo not given)	4	-8	18	10	-5	5	0.0	-1	3	-16	16
Cc1ccc2c(c1)C(c1ccccc1)=NCC(=O)N2	-6	22	7	-3	8	-13	0.6	-15	5	-13	1
Cc1noc(C)c1CSCC(=O)Nc1ccc(C#N)c(Cl)c1	3	3	1	-43	4	-15	-3.1	-9	-6	-6	27
C=CCN1C(=O)NC(=O)/C(=C/C=C/c2ccccc2)C1=O	3	14	-4	-3	-20	3	-2.2	-4	5	6	-18
Cc1cccc(-n2c(O)c(/C=C3/C(c4ccccc4)=Nc4ccccc43)c(=O)[nH]c2=O)c1	2	-5	-17	-29	2	1	1.7	-2	4	-4	-10
O=[N+]([O-])c1cc(F)c(N2CCCC2)cc1Br	1	-7	8	11	3	-4	-1.4	11	-6	8	16
CC1CC2(C)C(CCC3C2CCC2(C)C(OP(=O)(N4CC4)N4CC4)CCC32)CC1=O (stereo not given)	0	-11	10	1	0	-2	0.6	-18	-9	-9	6
CC(C)OP(=O)(OC(C)C)C(O)c1cccnc1 (stereo not given)	2	-2	-3	1	-4	2	-2.5	-4	2	2	-4
N#CC[N+]1(CCCNP2(=O)C=C(c3ccccc3)OC(c3ccccc3)=C2)CCOCC1	11	-8	12	10	-8	-3	-3.0	1	2	13	13
COc1cccc(CN2CCN(C(=O)COc3ccc4ccccc4c3)CC2)c1	3	0	1	-17	-10	-13	0.1	-16	6	11	5
COC(=O)C1=C(c2cccc3c2S(=O)(=O)c2ccccc2-3)C[C@@H]2CC[C@H]1N2C(=O)N1CCc2cc(OC)c(OC)cc2C1	8	8	-5	-14	6	-7	-0.5	-4	8	12	0
Cc1nc2cc(-c3ccccc3)nn2c(C)c1CCC(=O)N1CCC2(CC1)OCCO2	11	-2	-5	30	6	-3	2.3	-2	-10	-2	6
CCOC(=O)C(O)(c1ccc(NC(=O)NC2CCCCC2)cc1)C(F)(F)F (stereo not given)	-15	3	-10	-30	-12	1	-3.4	-41	14	-11	-25
CN(Cc1ccccc1)C1CCCN(C(=O)COc2ccccc2Cl)C1 (stereo not given)	-9	2	2	-6	-1	6	-2.5	2	3	8	-13
CC[N+](CC)(CC#CCO)CC#Cc1ccccc1	-5	13	4	-6	3	4	1.1	-1	0	-1	-3

Eleven of these compounds in a different format:
Order of results – ABHD5 PLIN5 PPI, MC4R antagonist, NCOA1 inh, NCOA2 inhibitor, LMP1 NFkB inh, TLR9-MyD88 inh, MC4R barr agon, LRH-1 inv ag, NOD2 RIPK2 PPI, NR2F2 inh, SRC3 inh
CC(C)(CN)CC(=O)O
  2, 11, 0, 16, 3, -5, 0.7, -4, -3, -5, 15
COc1cccc2c1O[C@H]1C(=O)CC[C@H]3CN(C)CCC231 (stereo not given in full)
  -1, 4, -4, 10, 1, -8, -0.9, 14, -14, -6, 7
CC(Cc1ccccc1Sc1ccccc1)N(C)C (stereo not given)
  4, -8, 18, 10, -5, 5, 0.0, -1, 3, -16, 16
Cc1ccc2c(c1)C(c1ccccc1)=NCC(=O)N2
  -6, 22, 7, -3, 8, -13, 0.6, -15, 5, -13, 1
Cc1noc(C)c1CSCC(=O)Nc1ccc(C#N)c(Cl)c1
  3, 3, 1, -43, 4, -15, -3.1, -9, -6, -6, 27
C=CCN1C(=O)NC(=O)/C(=C/C=C/c2ccccc2)C1=O
  3, 14, -4, -3, -20, 3, -2.2, -4, 5, 6, -18
Cc1cccc(-n2c(O)c(/C=C3/C(c4ccccc4)=Nc4ccccc43)c(=O)[nH]c2=O)c1
  2, -5, -17, -29, 2, 1, 1.7, -2, 4, -4, -10
O=[N+]([O-])c1cc(F)c(N2CCCC2)cc1Br
  1, -7, 8, 11, 3, -4, -1.4, 11, -6, 8, 16
CC1CC2(C)C(CCC3C2CCC2(C)C(OP(=O)(N4CC4)N4CC4)CCC32)CC1=O (stereo not given)
  0, -11, 10, 1, 0, -2, 0.6, -18, -9, -9, 6
CC(C)OP(=O)(OC(C)C)C(O)c1cccnc1 (stereo not given)
  2, -2, -3, 1, -4, 2, -2.5, -4, 2, 2, -4
N#CC[N+]1(CCCNP2(=O)C=C(c3ccccc3)OC(c3ccccc3)=C2)CCOCC1
  11, -8, 12, 10, -8, -3, -3.0, 1, 2, 13, 13

Next part
SMILES	ABHD5 PLIN5 PPI	MC4R antagonist	NCOA1 inh	NCOA2 inhibitor	LMP1 NFkB inh	TLR9-MyD88 inh	MC4R barr agon	LRH-1 inv ag	NOD2 RIPK2 PPI	NR2F2 inh	SRC3 inh
O=c1[nH]c(=O)n(-c2ccc(Br)cc2)c(O)c1C=NCCN1CCCCC1	-2	-3	-2	-31	1	1	-1.2	2	-2	11	4
NC(=O)OCCCc1ccccc1	2	5	-13	0	-5	-11	0.4	1	-7	2	22
COc1cccc(C2(O)CCSCC2CN(C)C)c1 (stereo not given)	8	4	6	1	-3	-6	-2.0	18	-7	-12	-2
N#Cc1c(/N=C/c2ccc(O)cc2O)sc2c1C1CCN2CC1	-8	-14	4	-31	-5	-4	-1.9	5	-4	2	-19
Cc1cccc(NC(=O)N2CCCC2)c1	-6	4	1	18	8	-1	-3.2	-5	0	-2	-4
Cc1nc2ccc(Cl)cn2c1P(=S)(N1CCOCC1)N1CCOCC1	-3	-1	-8	-20	-2	14	-0.8	-22	-7	11	0
O=C(O)C1C(C(=O)O)C2(Cl)C(Cl)=C(Cl)C1(Cl)C2(Cl)Cl (stereo not given)	5	1	-4	-26	1	-6	-0.1	6	-5	10	7
COc1cc(N2CCOCC2)ccc1/C=C1\C(=O)NC(=O)N(Cc2cccs2)C1=O	3	7	-10	21	3	2	-1.1	16	-9	0	2

High-throughput results: PubChem, several laboratories
